PLK1 PBD inh: inhibitors of human PLK1 polo-box domain binding | 2.8% of 360,000 active | Potency, µM, for the others: max response, negative = inhibition, usual class: inhibitors | P53350 | Plk1 PBD binding of FITC phosphopeptide, fluorescence polarization; note: potency is the fitted concentration of half-maximal effect; series mostly up to about 57 µM; % is set by controls: 0 for no effect and ±100 for the full control effect; nearly all actives have a fitted effect of over 65% in size
Target sequence (P53350 whole entry, looked up, the tested form may be a part): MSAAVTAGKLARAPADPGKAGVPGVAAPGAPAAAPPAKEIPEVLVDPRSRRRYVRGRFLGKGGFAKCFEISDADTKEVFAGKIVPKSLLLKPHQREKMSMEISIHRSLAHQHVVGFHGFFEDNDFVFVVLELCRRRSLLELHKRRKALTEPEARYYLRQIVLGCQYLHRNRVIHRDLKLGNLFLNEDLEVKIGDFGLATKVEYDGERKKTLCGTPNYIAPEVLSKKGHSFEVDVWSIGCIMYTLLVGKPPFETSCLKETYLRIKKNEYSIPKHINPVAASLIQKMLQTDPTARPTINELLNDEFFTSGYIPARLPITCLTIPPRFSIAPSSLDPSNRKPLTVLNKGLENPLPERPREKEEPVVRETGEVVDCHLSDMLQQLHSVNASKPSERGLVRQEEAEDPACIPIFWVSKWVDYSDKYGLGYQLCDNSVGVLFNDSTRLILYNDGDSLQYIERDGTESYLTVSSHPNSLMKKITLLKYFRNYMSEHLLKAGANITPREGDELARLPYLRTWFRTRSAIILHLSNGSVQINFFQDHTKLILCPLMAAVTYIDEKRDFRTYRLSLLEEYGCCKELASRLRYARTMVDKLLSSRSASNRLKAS
IL2 activator: IL-2 activation | IL-2 activation reporter assay, cell-based qHTS; stimulated with anti-CD3/CD4/CD28 beads; in transgenic mouse T cells | activation, % (series mostly up to about 46 µM) | 0.065% of 360,000 active | AID 652025; in the data active = activation above about 50%; inconclusive = mostly about 30% to 49%; note: 0% is about no effect
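Readout: EGFP and DsRed signals by fluorescent plate cytometry. Unstimulated transgenic mouse T cells received compound 60 min before antibody-bead stimulation, then incubated 18 h at 37 degrees C.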
CCT modulator: cytosolic chaperonin activity modulation | purified chaperonin ATPase assay, HTRF ADP detection, 30 min | activity change, % (concentration not given with the values), hits read low | 0.3% of 360,000 active; in the data active = activity change below about -30%; note: % is set by controls: 0 for no effect and ±100 for the full control effect
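Enzyme 40 or 20 nM (batch-dependent) in Tris pH 7.4/KCl/MgCl2/DTT; cpd 76 uM single point; ATP 10 uM; 30 min 37 °C; Transcreener ADP HTRF detection, 30 min RT; ratio 665/615.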
PI5P4K alpha inh: PI5P4K alpha (human) kinase inhibition; max response, %; 1.2% of 330,000 active; PI5P4Kalpha enzyme, ADP-Glo luminescence, 60 min; hits give low values; active = max response of -50% or lower; inconclusive = between -30% and -50%; inactive = -30% or higher; note: value at the top dose of about 77 µM; % is set by controls: 0 for no effect and ±100 for the full control effect
Target sequence (P48426 whole entry, looked up): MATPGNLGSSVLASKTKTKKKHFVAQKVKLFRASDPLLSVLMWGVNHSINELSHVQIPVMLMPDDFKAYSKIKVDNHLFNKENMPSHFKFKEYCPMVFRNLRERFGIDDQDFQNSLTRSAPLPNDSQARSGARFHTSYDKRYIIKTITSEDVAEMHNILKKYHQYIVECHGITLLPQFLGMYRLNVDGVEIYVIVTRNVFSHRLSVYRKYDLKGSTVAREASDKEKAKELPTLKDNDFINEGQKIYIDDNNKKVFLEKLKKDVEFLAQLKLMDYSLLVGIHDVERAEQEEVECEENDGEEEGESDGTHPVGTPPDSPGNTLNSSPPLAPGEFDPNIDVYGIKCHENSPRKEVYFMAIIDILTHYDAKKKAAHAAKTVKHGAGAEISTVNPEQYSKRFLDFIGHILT
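Reactions run in 0.038 M HEPES pH 7.4, 0.28 mM EGTA, 0.1% CHAPS and 5% DMSO, with PI5P4Kalpha, substrate, compound and 5 microM ATP final, one hour at room temperature. Readout is ADP-Glo luminescence.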
WRN inhibitor: WRN helicase (human) inhibition; WRN helicase unwinding, fluorescent forked duplex, kinetic; Potency, µM (doses to about 114 µM), inactives show at the highest dose activity change, negative = inhibition, actives largely listed as inhibitors; 0.46% of 360,000 active; AID 651768; note: potency is the fitted concentration of half-maximal effect; % is set by controls: 0 for no effect and ±100 for the full control effect; nearly all actives have a fitted effect of over 55% in size
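Kinetic fluorescence helicase assay: unwinding of a quenched forked DNA duplex (100 nM final) with 2 mM ATP final raises red fluorescence (525/598 nm). Compounds sat 15 min at room temperature with 20 nM WRN beforehand.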
EPAC1 ag: agonists of human EPAC1. 0.073% of 360,000 active. Potency, µM (highest dose often 154 µM), for the others: top-dose activation, actives largely listed as activators. AID 720707. EPAC1 agonist qHTS, biochemical assay; response scale: 100% = response to 6.5 mM cAMP; note: potency is the fitted concentration of half-maximal effect; nearly all actives have a fitted effect of over 60% in size
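Nucleotide exchange by EPAC1 (100 nM) on Rap1B–BODIPY-GDP (250 nM) in the presence of 50 uM GDP is tracked fluorescently at 480/540 nm over 30 min. Signals are normalized to a 6.5 mM cAMP control.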
EPAC1 antag: blocks human EPAC1 exchange factor; Potency, µM (doses to about 115 µM), for inactives: at the top dose activity change, negative = inhibition, hits mostly inhibitors; 0.14% of 360,000 active; EPAC1 GEF assay, Rap1b-BODIPY-GDP exchange fluorescence;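 note: potency is the fitted concentration of half-maximal effect; plate controls were vehicle for no effect and positive control for full effect; nearly all actives have a fitted effect of over 50% in size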
EPAC2 ag: EPAC2 (human) agonism | EPAC2 activation, biochemical qHTS; response scale: 100% = 6.5 mM cAMP response | AID 720711 | 0.079% of 360,000 active | Potency, µM (series often up to 154 µM), inactives show top-dose activation, actives largely listed as activators; note: potency is the fitted concentration of half-maximal effect; nearly all actives have a fitted effect of over 50% in size
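EPAC2 (100 nM) mixed with Rap1B loaded with BODIPY-GDP (250 nM) plus 50 uM unlabeled GDP; compounds pinned in, 5 min RT, then read every 5 min for 30 min (ex 480, em 540 nm). Normalized to cAMP control.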
* marks the source's active call; other numbers are inactive results; ? = inconclusive; nt = no result given; [ ] = remark or other dose. Unless noted, calls come from the whole dose curve; as a rule, active = well fitted curve in the direction sought with a large enough effect; inconclusive = small, poorly fitted or top-dose-only effect, or another doubt; inactive = no such curve, though single readings can be large; an effect the other way counts as inactive or inconclusive. A portion of the library; count on the stated rates, not on these rows.

no.	SMILES	PLK1 PBD inh	IL2 activator	CCT modulator	PI5P4K alpha inh	WRN inhibitor	EPAC1 ag	EPAC1 antag	EPAC2 ag
1	O=C(COC(=O)c1ccc(O)cc1)c1ccc2c(c1)OCCO2	-11%	0.4	-3.2	-18	-2%	8%	-6%	6%
2	O=C(NCc1nnc(SCC(=O)N2CCCc3ccccc32)o1)c1c(F)cccc1Cl	-9%	-0.2	0.3	0	7%	-11%	-8%	-1%
3	CCCCNC(=O)c1ccccc1NC(=O)CN(c1ccccc1)S(=O)(=O)N(C)C	?	-0.1	0.4	-7	-6%	-6%	-1%	-13%
4	COc1ccc(C2Nc3ccccc3C(=O)N2C2CCCCC2)cc1 (stereo unspecified)	-13%	-1.9	0.0	2	-3%	11%	-16%	16%
5	C=CCNc1nc(C(F)(F)F)nc2c1nnn2Cc1ccccc1Cl	-1%	-1.9	1.2	2	0%	-19%	-20%	-5%
6	C=CC[C@@H](CC(=O)N(CCO)Cc1ccccc1)C(=O)NC[C@@H](OC(=O)[C@@H](CC=C)Cc1ccc(F)cc1)c1ccccc1	-1%	-0.6	1.0	5	-11%	-17%	?	-1%
7	O=C(COc1ccc(Cl)cc1)NCc1nnc(SCC(=O)N2CCCC2)o1	2%	-0.2	-1.3	0	3%	5%	6%	3%
8	Cc1cccc(C(=O)NCC(=O)OCC(=O)N(C)CC(=O)Nc2ccc(F)cc2)c1	2%	3.2	3.3	-5	-1%	1%	3%	11%
9	COCCNC(=O)CN1C(=O)NC(c2ccccc2)(c2ccccc2)C1=O	?	0.0	-0.4	-9	3%	-1%	6%	-1%
10	OC(COc1c(F)cc(Br)cc1F)CN1CCOCC1 (stereo unspecified)	-8%	-1.1	-3.2	2	-4%	7%	-2%	24%

Going on with the list:
no.	SMILES	PLK1 PBD inh	IL2 activator	CCT modulator	PI5P4K alpha inh	WRN inhibitor	EPAC1 ag	EPAC1 antag	EPAC2 ag
11	CCCn1c(SCC(=O)Nc2ccc(C)c(S(=O)(=O)N3CCOCC3)c2)n[nH]c1=O	-12%	-1.3	-0.3	1	1%	1%	-5%	10%
12	COc1cccc(C2c3cc4c(cc3OC(NNC(N)=O)C2C)OCO4)c1O (stereo unspecified)	-1%	-4.2	-1.8	-3	6%	-3%	-18%	1%
13	COC(=O)c1cn(C(=O)/C=C/c2ccc(OC)c(OC)c2)c2ccccc12	5%	-0.4	-1.4	8	6%	1%	16%	6%
14	CC1CCCCN1C(=O)COC(=O)Cc1c[nH]c2ccccc12 (stereo unspecified)	-1%	-0.1	-0.3	1	-28%	5%	-2%	1%
15	CCOC(=O)C(O)(CCC(O)(C(=O)OCC)C(=O)OCC)C(=O)OCC	0%	-1.1	-4.0	nt	-16%	3%	-9%	7%
16	CCOC(=O)CCCNC(=O)COC(=O)CCC(=O)c1ccc(F)cc1	-14%	-3.0	-2.4	9	5%	-4%	-10%	-7%
17	O=[N+]([O-])c1cc(/C=N/O)ccc1Oc1cccc(Cl)c1	-9%	-2.0	-0.9	4	-4%	-2%	-27%	13%
18	CCc1cccc(NS(=O)(=O)c2c(C)[nH]c(=O)[nH]c2=O)c1	-1%	-1.1	-2.8	5	3%	9%	5%	9%
19	Nc1ccc(-c2n[nH]c(=O)c3ccccc23)cc1N	-7%	-0.1	-2.2	nt	2%	6%	-12%	10%
20	COc1ccccc1N1CCN(c2nc(C)cc(C)c2C#N)CC1	4%	-2.3	0.3	-4	11%	7%	-2%	15%

Carrying on:
no.	SMILES	PLK1 PBD inh	IL2 activator	CCT modulator	PI5P4K alpha inh	WRN inhibitor	EPAC1 ag	EPAC1 antag	EPAC2 ag
21	Cc1cc(C)n2nc(C(=O)OCC(=O)N(C)Cc3ccccc3)nc2n1	-4%	-0.2	0.9	3	2%	5%	-11%	-1%
22	O=C(COC(=O)CCCSc1nc2ccccc2[nH]1)Nc1ccc(Cl)cc1	-8%	-3.3	-2.2	2	-6%	9%	-9%	11%
23	CCCN1CCN(C(=O)c2cc3c(s2)-c2ccccc2OC3)CC1	-1%	-2.6	0.8	2	19%	-1%	-7%	6%
24	COCCOC1CCN(C(=O)C2CCC(=O)N(CCc3cccc(F)c3)C2)CC1 (stereo unspecified)	-9%	-3.8	-0.9	-6	4%	0%	-1%	2%
25	COc1ccc(C(=O)COC(=O)CNC(=O)c2cccs2)cc1Br	-12%	1.2	0.5	4	-7%	-1%	?	-2%
26	O=C(CNC(=O)c1ccccc1F)NCCOc1cccc(Cl)c1Cl	-1%	2.4	-0.8	1	18%	-9%	-18%	-11%
27	CCCC(=O)N1CCCC(c2nc(-c3cccs3)no2)C1 (stereo unspecified)	30µM*	0.9	-0.8	1	5%	-4%	1%	-3%
28	Cc1cccc(C)c1OCC(=O)Nc1ccccc1N1CCCCC1	1%	2.6	1.2	15	-6%	-2%	1%	7%
29	COc1cc(NC(=O)c2ccc(-c3ccnn3C)c3ccoc23)cc(OC)c1OC	-1%	0.0	1.0	-2	-15%	5%	-10%	1%
30	CC(Oc1ccc2c3c(c(=O)oc2c1)CCC3)C(=O)NCCCn1ccnc1 (stereo unspecified)	1%	-1.7	1.1	0	-2%	-8%	8%	-5%

Structures listed so far that bear a hit mark in PLK1 PBD inh:
cpd | mol | PLK1 PBD inh | IL2 activator | CCT modulator | PI5P4K alpha inh | WRN inhibitor | EPAC1 antag
27 | CCCC(=O)N1CCCC(c2nc(-c3cccs3)no2)C1 (stereo unspecified) | 30µM* | 0.9 | -0.8 | 1 | 5% | 1%

(continued)
no.	SMILES	PLK1 PBD inh	IL2 activator	CCT modulator	PI5P4K alpha inh	WRN inhibitor	EPAC1 ag	EPAC1 antag	EPAC2 ag
31	CCOc1ccc(Br)cc1S(=O)(=O)NC(=O)c1ccccc1	-8%	-0.6	-0.6	-4	0%	-10%	-4%	2%
32	CCOC(=O)N1CCN(CC(=O)Nc2nnc(C(F)(F)F)s2)CC1	1%	-0.7	0.7	8	6%	-4%	7%	-1%
33	CC(C)NC(=O)C1(C)CN(S(C)(=O)=O)CC(=O)N1CCc1ccccc1 (stereo unspecified)	2%	1.2	nt	1	10%	-15%	15%	-2%
34	CCCCOc1ccc(C(=O)NCCC(=O)NCCCC(=O)OCC)cc1	4%	-2.6	-0.8	4	-3%	-15%	-6%	0%
35	S=C(NN=Cc1ccccn1)Nc1ccccn1	-6%	-2.9	-2.6	7	-4%	9%	1%	14%
36	COc1cc(CNCc2ccccc2Cl)ccc1OCC(=O)NC1CCCCC1	-15%	-4.5	-0.9	-1	4%	4%	4%	11%
37	O=C(c1cccs1)N(Cc1ccco1)C1CCS(=O)(=O)C1 (stereo unspecified)	-6%	1.6	-1.3	nt	-4%	3%	0%	-2%
38	COc1cc(C(=O)NC(=S)Nc2csc(-c3ccc(F)cc3)n2)cc(OC)c1OC	3%	0.5	-3.4	6	3%	-4%	4%	-6%
39	Cc1ccc(C(=O)Nc2ccccc2C(=O)NC(Cc2ccccc2)C(=O)O)cc1 (stereo unspecified)	-11%	0.1	-3.7	-2	7%[57.1 µM]	-4%	-8%	-2%
40	COc1ccccc1CN(C)CC(=O)NC(=O)NC1CCCCC1	-4%	0.3	1.1	3	-5%	4%	0%	1%

The results go on:
no.	SMILES	PLK1 PBD inh	IL2 activator	CCT modulator	PI5P4K alpha inh	WRN inhibitor	EPAC1 ag	EPAC1 antag	EPAC2 ag
41	Clc1ccc(CN2CC[C@H]3C=CCc4cccc(c43)C2)cc1	-8%	-3.5	-1.5	5	-10%	-17%	-2%	14%
42	Cn1c(=O)n(C)c2cc(NC(=O)COc3ccc(F)cc3F)ccc21	-3%	-3.0	-0.7	-2	3%	0%	5%	3%
43	CCCCCCSc1cccc(-c2nc3ccc(C)cn3c2NCc2ccccc2)c1	-4%	-0.7	-1.8	24	-3%	12%	2%	3%
44	COc1ccc(C)cc1NC(=O)CNC(c1ccccc1)c1ccc(C)cc1 (stereo unspecified)	5%	-0.9	-0.3	3	-1%	7%	2%	13%
45	OC(CNCc1ccc2c(c1)OCO2)COc1ccccc1 (stereo unspecified)	-4%	0.6	-0.6	2	0%	8%	-3%	4%
46	COc1ccccc1CNS(=O)(=O)c1cc(C(=O)NCC2CCCO2)c(Cl)cc1Cl (stereo unspecified)	-16%	-0.8	-0.5	-10	9%	1%	2%	6%
47	Cc1ccc2cc(CN(CC3CCCO3)C(=S)NCc3ccco3)c(=O)[nH]c2c1 (stereo unspecified)	-16%	-4.9	1.6	-5	-32%	8%	-12%	5%
48	C/C(=N\Nc1nc2ccccc2[nH]1)c1cc2ccccc2o1	-11%	-5.4	-1.4	-19	-14%	18%	?	19%
49	COc1ccc(S(=O)(=O)NCCCN2CCOCC2)cc1F	-5%	-0.2	-1.0	3	5%	-5%	8%	6%
50	CCOC(=O)c1cc2c(C(F)(F)F)cc(-c3cccnc3)nc2o1	-11%	-0.1	-32*	-1	-6%	-5%	-9%	7%

Following part:
no.	SMILES	PLK1 PBD inh	IL2 activator	CCT modulator	PI5P4K alpha inh	WRN inhibitor	EPAC1 ag	EPAC1 antag	EPAC2 ag
51	Cc1cc(NC(=O)c2cccs2)cc(-c2nc3ncccc3o2)c1O	2%	0.3	-0.8	-9	-7%	-2%	-1%	-7%
52	Cn1nc([N+](=O)[O-])nc1Sc1cccc2cccnc12	17µM*	-4.2	-0.8	2	6%	6%	-9%	9%
53	CCn1c(NCc2cccc(OC)c2OC)nc2ccccc21	-11%	0.4	-2.1	4	1%	2%	8%	2%
54	CCOC(=O)c1c(NC(=O)COC(=O)c2nc(Cl)ccc2Cl)sc(C(=O)N(C)C)c1C	-3%	-4.4	-1.0	7	-3%	-18%	19%	-4%
55	CCCCn1c(N)c(N(CCC(C)C)C(=O)COC(=O)c2cccnc2Cl)c(=O)[nH]c1=O	-8%	0.3	0.7	8	0%	6%	-8%	12%
56	O=C(C[n+]1ccc2ccccc2c1)c1ccccc1	-5%	0.4	-6.0	4	-7%	8%	-5%	2%
57	COC(=O)Cn1c2ccc(F)cc2c2nc(C)sc21	?	-2.4	-0.5	nt	13%	-2%	1%	-2%
58	CO/N=C/C(=N\Nc1cc(OC)cc(OC)c1)C(=O)c1ccccc1	-2%	-2.4	-0.1	30	-3%	10%	7%	8%
59	CNC(=O)c1nnn(Cc2ccccc2)c1NC(=O)C(F)(F)F	-13%	-2.2	-2.3	10	4%	3%	-3%	2%
